Assay outcomes (PubChem)
PGC1a acetyl inh = inhibitors of PGC1a acetylation signal, primary screen, cell-based, U2OS, AlphaScreen, inhibitor mode; inhibition, % at 15.6 µM; 0.17% of 350,000 active; AlphaScreen anti-acetyl-lysine; with virally co-expressed GCN5 acetyltransferase;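 active = every replicate shows inhibition of at least 40%; inconclusive = mean inhibition at least 40% but some replicate below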;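 also: 0% = neutral control wells and 100% = positive control wells; some results beyond the cut were filed as inactive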
PAX8 reporter = inhibitors of PAX8-driven TPO luciferase reporter, primary screen, RMG-I cells, single concentration | SteadyGlo, 24 h | inhibition, % at 12.6 µM | 1.2% of 360,000 active;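 active = mean replicate inhibition at least 60% with every replicate also reaching 60%; inconclusive = only one of the two criteria is met; inactive = mean below 60% and not all replicates reaching 60%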;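 also: luciferase light reporting Pax8 driven TPO promoter activity; plate controls were median of neutral control wells for no effect and mitoxantrone controls for full effect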
ERAP1 inh = human ERAP1 aminopeptidase inhibitors, primary screen, biochemical, single point, plate reader | Endoplasmic reticulum aminopeptidase 1 (Homo sapiens), Q9NZ08 | inhibition, % at 10.7 µM | recombinant ERAP1, Leu-AMC fluorescence, 60 min | 0.15% of 340,000 active | AID 652197, 2013;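 active = mean replicate inhibition of at least 30%, or all replicates individually reaching that 30% level; inactive = mean below 30% and not every replicate reaching it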;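 also: 0% = neutral control wells and 100% = L-leucinethiol positive control wells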
Target sequence (Q9NZ08 whole entry, looked up): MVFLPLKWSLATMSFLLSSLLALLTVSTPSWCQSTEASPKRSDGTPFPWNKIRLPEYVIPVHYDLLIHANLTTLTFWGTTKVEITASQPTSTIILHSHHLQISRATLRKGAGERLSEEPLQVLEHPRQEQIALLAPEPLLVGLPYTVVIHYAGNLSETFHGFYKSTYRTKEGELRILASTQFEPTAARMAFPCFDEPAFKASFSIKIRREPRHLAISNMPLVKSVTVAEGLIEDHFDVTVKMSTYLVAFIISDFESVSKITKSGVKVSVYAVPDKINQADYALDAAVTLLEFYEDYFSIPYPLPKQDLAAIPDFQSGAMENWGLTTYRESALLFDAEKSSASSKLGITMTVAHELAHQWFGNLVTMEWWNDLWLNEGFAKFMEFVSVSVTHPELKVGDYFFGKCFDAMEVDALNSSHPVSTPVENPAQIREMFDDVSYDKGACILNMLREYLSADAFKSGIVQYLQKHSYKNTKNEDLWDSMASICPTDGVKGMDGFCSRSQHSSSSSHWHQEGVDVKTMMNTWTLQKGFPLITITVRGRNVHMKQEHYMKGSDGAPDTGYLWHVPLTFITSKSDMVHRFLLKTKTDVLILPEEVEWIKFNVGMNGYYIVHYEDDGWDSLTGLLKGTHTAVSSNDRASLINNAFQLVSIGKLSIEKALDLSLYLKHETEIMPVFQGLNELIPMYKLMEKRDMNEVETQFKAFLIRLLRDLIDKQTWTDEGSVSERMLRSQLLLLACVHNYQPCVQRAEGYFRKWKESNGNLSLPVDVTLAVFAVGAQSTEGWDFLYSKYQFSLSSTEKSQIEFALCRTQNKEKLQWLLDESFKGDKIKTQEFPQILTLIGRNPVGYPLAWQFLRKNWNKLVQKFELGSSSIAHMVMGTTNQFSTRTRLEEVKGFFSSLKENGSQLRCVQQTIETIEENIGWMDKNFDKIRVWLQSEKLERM
FN deposit inh = inhibitors of fibronectin matrix deposition, primary screen, AH1F cells, Alexa488-fibronectin fluorescence, plate reader; AH1F fibroblasts, overnight; inhibition, % at 12.6 µM; 0.086% of 350,000 active; AID 743247, 2014;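 active = mean inhibition across replicates of 30% or more, regardless of how many single replicates reach that level; inconclusive = mean under 30% yet at least half of replicates reach 30%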;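 also: positive control wells lacked labelled fibronectin entirely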
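Assay system: AH1F fibroblasts / Quantity: 10000 cells per well / Medium: DMEM plus 2% serum, read in PBS / Reagent: labelled fibronectin 24 nM / Dosing: single dose, pinned / Times: 1 h cell attachment, overnight exposure to compound and label / Signal: fluorescence, ex 485 nm, em 525 nm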
EWS-Fli block = EWS/Fli-driven NR0B1 reporter inhibitors, primary screen, A673 cells, NR0B1 luciferase, luminescence, MLPCN library; viability-normalised; inhibition, % at 12.6 µM; 0.67% of 350,000 active;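 active = mean inhibition of at least 50% after viability correction, with every replicate also passing that limit; inconclusive = mean reaches 50% but only one of two replicates passes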;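 also: firefly luciferase signal divided by Alamar Blue viability fluorescence both relative to DMSO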
PglD DTNB = C. jejuni PglD acetyltransferase inhibitors, primary screen, biochemical, DTNB colorimetric, single point; inhibition, % at 12.5 µM; AID 602405, 2012; UDP-N-acetylbacillosamine N-acetyltransferase PglD (Campylobacter jejuni); 0.098% of 360,000 active; purified PglD enzyme, DTNB colorimetric CoA detection; in the data active = inhibition above about 16%, passing the limit was not always enough; inconclusive = no clear call, values can overlap the other calls; also: strong numbers were not always called active
S100A4 inh HTS = inhibitors of S100A4-myosin IIA peptide binding, primary screen, biochemical, fluorescence polarization, TAMRA-MyoIIA peptide | Protein S100-A4 (Homo sapiens), P26447 | inhibition, % at 10.7 µM | 0.14% of 360,000 active;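 active = mean inhibition of at least 70% across replicates, with every replicate also reaching that level; inconclusive = mean inhibition reaches 70% but some replicates fall short; inactive = mean inhibition below 70%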
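Compound dosing: one dose per compound; test system: human S100A4 monomer with TAMRA-labelled myosin IIA peptide; probe or stimulus: TAMRA-labelled myosin IIA heavy-chain peptide probe, 5 nM; medium: HEPES buffer with Ca2+, pH 7.2; schedule: 5 min incubation before reading; benchmarks: neutral control DMSO, positive control TFP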
LGR2 inh = inhibitors of bursicon-induced LGR2 CRE-luciferase signal, primary screen, cell-based, HEK293, CRE-luciferase reporter, bursicon stimulation; Drosophila bursicon receptor LGR2 (rickets); bursicon-stimulated, 4 h; inhibition, % at 9.99 µM; 0.35% of 380,000 active; AID 720647, 2013;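 active = drop in luminescence signal, shown as inhibition above about 50% in the replicate tests, limit read from the data, passing the limit was not always enough; inconclusive = probably only some replicates passing the limit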;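 also: agonist challenge used bursicon conditioned medium at about half maximal strength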
Active calls of the source: *; ? = inconclusive; . = not tested or not shown.

SMILES,S100A4 inh HTS,LGR2 inh,EWS-Fli block,ERAP1 inh,PGC1a acetyl inh,PglD DTNB,PAX8 reporter,FN deposit inh
C[C@@H]1CCCN1[C@H]1CS(=O)(=O)N[C@@H]1COCc1ccccc1,-3,-12,-5,.,0,6,-12,6
Cc1cc(S(=O)(=O)N2CCN=C2c2ccccc2)c(Cl)cc1Cl,1,-8,7,-3,.,.,1,-2
COCC(=O)N1CCC2(CC1)CN(S(C)(=O)=O)[C@H](CO)c1c2c2ccc(OC)cc2n1C,8,2,-4,0,5,.,.,.
Cc1ccc(S(=O)(=O)NC(CC(C)C)C(=O)N2CCC(C)CC2)cc1 (stereo not given),-7,15,11,0,.,1,6,-2
Cc1cc(OCC(=O)Nc2ccc3c(c2)OCCO3)cc(C)c1Cl,.,.,.,.,5,-2,-19,-2
O=C(NCCC1CCCCN1S(=O)(=O)c1ccccc1)C(=O)Nc1ccc(F)cc1F (stereo not given),-4,-3,2,-2,-48,-1,26,1
O=C(Nc1cc(F)ccc1F)N1CC(=O)N2[C@H](CO)[C@@H](c3ccc(/C=C/c4ccccc4)cc3)[C@H]2C1,-7,27,-1,-3,-3,.,.,-6
COc1ccc(N2CCN(Cc3nc(-c4ccccc4)no3)CC2)cc1,4,4,8,-2,-5,.,-25,1
C[C@@H]1CN([C@@H](C)CO)C(=O)Cc2cc(NC(=O)CCCCCC(=O)Nc3ccccc3N)ccc2O[C@H]1CN(C)C(=O)Nc1ccccc1,-6,2,.,0,-3,.,-13,.
CCOC(=O)C1CCN(S(=O)(=O)c2ccc(C(=O)OC)cc2)CC1,5,-19,1,-2,2,.,.,.
Cc1cc(C)n(CCc2nc(-c3ccc(F)cc3)cs2)n1,-6,-19,-19,-2,.,.,-34,-8
COC(=O)c1cc(-c2ccc(S(=O)(=O)N3CCCC3)cc2)c(C(F)(F)F)s1,1,.,3,2,-3,.,9,-10

The list continues.
SMILES,S100A4 inh HTS,LGR2 inh,EWS-Fli block,ERAP1 inh,PGC1a acetyl inh,PglD DTNB,PAX8 reporter,FN deposit inh
CC(C)(C)NC(=O)C(=O)NNC(=O)c1cccc([N+](=O)[O-])c1,4,-10,-15,3,?,.,-16,-2
COc1cc2c(cc1OC)CN(C(=O)c1ccc3nc[nH]c3c1)CC2,-5,11,44,4,.,.,22,2
COC(=O)C[C@H]1CC[C@H]2[C@@H](COC[C@@H](O)CN2C(=O)Nc2cccc(F)c2)O1,-1,-34,-48,0,9,-2,-73,-3
O=C(Nc1ccc(C(F)(F)F)cc1)C1CCCCN1S(=O)(=O)c1ccccc1 (stereo not given),0,2,-21,0,-5,1,-7,5
CCC1(c2ccccc2)SC(=O)NC1=O (stereo not given),1,-11,6,4,.,.,-3,.
CCCNC(=O)Nc1ccc2c(c1)C(=O)N(C)[C@H]1CC[C@H](CC(=O)Nc3ccccc3C)O[C@@H]1CO2,-15,2,-3,1,2,1,-5,-5
CSCCC(NC(=O)COc1ccccc1)C(=O)N1CCOCC1 (stereo not given),2,-5,0,-4,-3,.,7,-1
COc1ccc(C2=CSC3=C(C(=O)c4cccc(S(=O)(=O)N(C)C)c4)CCN23)cc1,.,.,.,.,-4,-1,3,11
O=C(C1CCC1)N1CC2(C1)[C@H](c1ccccc1)[C@@H](CO)N2Cc1ccccc1F,11,-7,.,1,-19,.,.,1
COc1ccc2c(=O)c3c(=O)n(CCc4ccccc4)c(C)nc3oc2c1,-6,5,11,-3,0,-6,13,6
Cc1ccc(NC(=O)CC2Oc3ccc(C)cc3NC2=O)c(C)c1 (stereo not given),6,12,9,1,-7,4,3,4
CN(C)N1C(N)=C(C#N)C(c2ccc(F)cc2)C2=C1CCCC2=O (stereo not given),-4,5,-19,4,-5,1,7,-1

Additional structures follow:
SMILES,S100A4 inh HTS,LGR2 inh,EWS-Fli block,ERAP1 inh,PGC1a acetyl inh,PglD DTNB,PAX8 reporter,FN deposit inh
Cc1ccc(CC(=O)NCc2ccc3c(c2)OCO3)cc1,.,.,.,.,14,-1,-36,-5
CCCc1nn2c(=O)cc(CSCC(=O)Nc3nnc(CC)s3)nc2s1,7,-2,9,1,0,0,7,0
O=c1c2c3c(sc2n(CCN2CCCC2)c(=O)n1Cc1ccco1)CCCCC3,.,.,.,.,-5,-2,6,1
CN(Cc1cccnc1)Cc1cn[nH]c1-c1ccc(-c2ccccc2)cc1,1,-15,-6,.,-7,-1,-13,13
C[C@H](CO)N1C[C@H](C)[C@H](CN(C)S(=O)(=O)c2cn(C)cn2)Oc2ccc(NC(=O)NC3CCCCC3)cc2C1=O,-3,9,-3,-3,-1,-5,.,.
COc1ccc(/C=N/NC(=O)c2cc[n+]([O-])cc2)cc1O,-3,-7,4,-1,.,7,-18,-2
O=C(CC(Sc1ccc(Br)cc1)C(=O)O)c1ccc(F)cc1 (stereo not given),-1,7,10,2,-2,7,-3,-6
COc1ccc(NC(=O)N(C)C[C@@H]2OCCCC[C@H](C)Oc3ccc(NC(=O)c4ccncc4)cc3C(=O)N([C@H](C)CO)C[C@@H]2C)cc1,.,3,-5,.,0,0,14,-1
CC12CCCC[C@@H]1CCC1C2CCC2(C)C1CC[C@@]2(O)CNCCO (stereo not given in full),24,14,-1,-2,2,0,-7,-2
CCCNC(=O)C[C@@H]1CC[C@@H]2[C@H](COC[C@H](O)CN2Cc2ccncc2)O1,13,3,2,0,-4,-4,-10,8
CN1[C@@H]2c3ccc(/C=C/c4ccccc4)c(=O)n3C[C@H]1[C@H](CO)[C@H]2C(=O)NC1CCCC1,14,-1,-3,-4,-11,.,-13,-6
CC1CCCN(C(=O)c2cc(F)c(F)cc2Cl)C1 (stereo not given),27,3,7,-3,4,.,.,.

The listing continues:
SMILES,S100A4 inh HTS,LGR2 inh,EWS-Fli block,ERAP1 inh,PGC1a acetyl inh,PglD DTNB,PAX8 reporter,FN deposit inh
Cc1c(NC(=O)CSc2ccc3c(c2)OCCO3)c(=O)n(-c2ccccc2)n1C,.,.,.,.,2,4,-2,0
COc1cc(/C=C/C(=O)c2c(O)cc(C)oc2=O)cc(OC)c1O,.,.,.,.,-11,1,10,5
O=C(/C=C/c1cccc(O)c1)c1ccc(N2CCOCC2)cc1,1,-32,-30,4,10,-2,-21,-6
O=C(C[C@@H]1CC[C@@H](NC(=O)Nc2cc(F)ccc2F)[C@H](CO)O1)NCc1ccc2c(c1)OCO2,1,-3,-3,-1,-2,3,-50,-5
Cc1ccc(N(C)C(=O)c2cc(S(=O)(=O)N3CCCC3)cn2C)cc1,1,2,-5,4,7,1,-8,15
O=C(Nc1ccc(F)cc1)c1ccc2snnc2c1,3,-12,-50,1,.,0,-2,1
COc1ccccc1-c1cnc2c(c1)C(=O)N([C@@H](C)CO)C[C@H](C)[C@H](CN(C)C(=O)c1cccnc1)O2,25,9,-8,0,26,4,-12,.
C[C@@H]1CN([C@@H](C)CO)C(=O)c2cc(NS(=O)(=O)c3ccccc3)ccc2O[C@H]1CN(C)Cc1ccccc1,-4,15,-14,-2,4,4,-22,.
COc1cccc(NC(=O)Nc2cc(Cl)ccc2C)c1,2,-24,1,-2,.,.,-6,12
CC(CC(=O)Nc1ccc2c(c1)c(=O)n(C)n2Cc1cccc(C(F)(F)F)c1)C(F)(F)F (stereo not given),-1,-2,9,2,11,1,13,3
CN(Cc1cccc(F)c1)C(=O)CSc1nnc(C2CC2)n1C1CC1,0,10,5,-1,.,-4,0,3
Cc1cccc(CCNC(=O)C2CCN(S(=O)(=O)c3ccccc3)CC2)c1,25,-6,1,7,-13,.,10,5

Further records:
SMILES,S100A4 inh HTS,LGR2 inh,EWS-Fli block,ERAP1 inh,PGC1a acetyl inh,PglD DTNB,PAX8 reporter,FN deposit inh
CCOCCCN(C)C1CCN(C(=O)c2oc3ccccc3c2NC(=O)COc2cccc(C)c2)CC1,0,11,3,-4,0,2,-3,3
COc1ccc(CNC(=O)CCCC(=O)n2nc(C)c3ccccc32)cc1,24,-10,-3,4,-2,3,19,16
C[C@@H]1CN([C@H](C)CO)C(=O)c2cc(-c3ccccc3)cnc2O[C@H]1CN(C)C(=O)c1cccnc1,12,4,-2,1,7,.,8,3
OCCOCCNc1ncnc2sc(-c3ccccc3)cc12,.,.,.,.,4,-6,-40,4
COc1cccc2c(N/N=C/c3ccc(O)c(O)c3)cc(C)nc12,-3,-18,-47,2,0,-2,-55,1
C[C@@H]1CN([C@@H](C)CO)C(=O)c2cccc(NC(=O)C3CCCCC3)c2O[C@@H]1CN(C)C(=O)Nc1ccccc1,7,3,1,2,-3,-3,13,.
COc1ccc(NC2CCCN(C(=O)c3cc4ncccn4n3)C2)cc1 (stereo not given),-2,-17,-33,-1,10,-1,-34,-8
COc1ccc([N+](=O)[O-])cc1C(=O)Nc1ccc(Cc2ccncc2)cc1,3,-17,-18,-2,12,.,-19,-4
CCOCCCN(C)C1CCN(C(=O)c2oc3ccccc3c2NC(=O)Cc2cccc([N+](=O)[O-])c2)CC1,-1,13,16,-3,-1,0,14,-17
COc1ccc([Si](C)(C)[C@@H]2[C@@H](CCO)O[C@]3(C(=O)N(Cc4cccc(NC(C)=O)c4)c4ccccc43)[C@H]2C)cc1,30,.,21,-2,-11,-1,103*,.
S=C(c1ccc[nH]1)N1CCOCC1,.,.,.,.,1,-4,-6,8
CC(=O)Nc1cnc(-c2ccc3c(c2)OCO3)cn1,-3,-48,-45,1,0,-2,-151,-5
O=C(CCc1c[nH]c2ccccc12)Nc1ccc(Nc2cccnc2)c(Br)c1,0,14,30,-1,.,.,18,3
CCOC(=O)CN1C(c2ccccc2O)Nc2ccc(Br)cc2C1c1ccccc1 (stereo not given),5,34,-8,-3,.,.,4,4
